ASM inhibitor – inhibitors of human secretory acid sphingomyelinase. Potency, µM (top dose mostly 57.5 µM), without a hit: at the top dose activity change, negative = inhibition, most hits filed as inhibitors. AID 504937. placental ASM, HMU-PC fluorogenic substrate, 60 min. 340,000 tested, 0.006% active; note: potency is the fitted concentration of half-maximal effect
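Human placenta-derived ASM enzyme was preincubated with compound for 10 minutes at room temperature, then given fluorogenic substrate HMU-PC0 (9 uM final) for 60 minutes at 37 °C; a pH 10 stop preceded fluorescence reading at Ex 386/Em 447 nm.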
a7 integrin act – activates integrin-mediated alleviation for muscular dystrophy | AID 624291 | 350,000 tested, 0.064% active | alpha7betagal myoblasts, beta-gal FDG fluorescence, 48 h | Potency, µM (doses to about 38.3 µM), inactives show at the highest dose activation, actives largely listed as activators;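 note: potency is the fitted concentration of half-maximal effect; 100% = response of the positive control SU9516; nearly all actives have a fitted effect of over 60% in size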
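alpha7betagal+/- myoblasts (passage 13, 250/well) treated 48 h at 37C with compounds at 1:260 dilution of DMSO stock. Lysed, then beta-galactosidase activity read as FDG fluorescence (ex 480/em 540) after 30 min, with pre-read for autofluorescence.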
KCNH2 WT inh – KCNH2 (human, wildtype) channel inhibition. Q12809. U2OS, BacMam KCNH2, thallium flux FluxOr; active compounds read low. activity change, % at 1.84 µM. 340,000 tested, 0.37% active. AID 720551;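 active = maximum activity change below -70%; inconclusive = maximum activity change between -70% and -50%; inactive = maximum activity change above -50%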; note: % is set by controls: 0 for no effect and ±100 for the full control effect
Target sequence (Q12809 whole entry, looked up): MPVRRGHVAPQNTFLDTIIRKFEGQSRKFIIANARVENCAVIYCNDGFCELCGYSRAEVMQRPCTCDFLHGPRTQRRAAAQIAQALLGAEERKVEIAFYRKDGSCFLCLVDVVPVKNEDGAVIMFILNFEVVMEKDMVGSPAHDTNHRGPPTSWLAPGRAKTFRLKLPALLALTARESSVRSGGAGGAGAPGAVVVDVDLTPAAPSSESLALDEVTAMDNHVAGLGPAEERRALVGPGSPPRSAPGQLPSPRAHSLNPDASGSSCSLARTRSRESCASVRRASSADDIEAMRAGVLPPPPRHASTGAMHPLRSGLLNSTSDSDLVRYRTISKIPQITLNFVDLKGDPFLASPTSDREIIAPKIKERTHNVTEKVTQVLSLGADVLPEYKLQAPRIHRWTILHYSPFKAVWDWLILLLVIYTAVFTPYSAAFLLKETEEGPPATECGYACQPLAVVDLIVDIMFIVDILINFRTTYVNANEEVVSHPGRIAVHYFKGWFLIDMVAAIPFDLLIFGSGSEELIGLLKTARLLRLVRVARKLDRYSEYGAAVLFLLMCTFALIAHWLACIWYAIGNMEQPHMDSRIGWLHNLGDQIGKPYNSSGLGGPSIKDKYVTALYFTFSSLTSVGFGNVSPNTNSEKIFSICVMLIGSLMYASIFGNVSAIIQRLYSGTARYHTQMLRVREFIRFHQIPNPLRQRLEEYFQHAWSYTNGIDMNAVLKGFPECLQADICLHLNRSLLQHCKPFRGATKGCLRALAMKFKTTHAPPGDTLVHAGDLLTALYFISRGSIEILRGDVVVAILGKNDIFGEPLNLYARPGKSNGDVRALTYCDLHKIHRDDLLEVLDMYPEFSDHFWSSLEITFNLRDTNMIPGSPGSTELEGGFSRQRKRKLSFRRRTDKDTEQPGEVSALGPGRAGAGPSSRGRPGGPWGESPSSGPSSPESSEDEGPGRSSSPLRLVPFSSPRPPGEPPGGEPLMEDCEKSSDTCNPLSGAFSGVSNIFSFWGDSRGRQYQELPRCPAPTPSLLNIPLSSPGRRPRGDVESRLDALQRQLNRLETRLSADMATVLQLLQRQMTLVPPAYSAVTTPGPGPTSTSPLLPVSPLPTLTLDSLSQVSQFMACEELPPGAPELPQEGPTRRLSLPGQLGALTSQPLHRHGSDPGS
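U2OS cells transduced with wild-type KCNH2 virus are loaded with FluxOr dye for 45 min, and thallium flux is measured in kinetic reads before and after stimulation buffer. Rate constants are normalized to DMSO controls.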
FBPA coupling cs – counter-screen for Giardia aldolase inhibitors: coupling enzyme system | coupling enzyme system counterscreen, AmpLite Red fluorescence | activity change, negative = inhibition, % at 58.2 µM, hits read low | 290,000 tested, 0.67% active | AID 2472; in the data active = activity change below about -30%; note: % is set by controls: 0 for no effect and ±100 for the full control effect
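Counterscreen lacking aldolase: glyceraldehyde-3-phosphate coupling-enzyme reagent preincubated 10 min at RT with compound (at 57.5 uM final), then substrate/coupling system with AmpLite Red added; fluorescence read at 525/598 nm after 20 min RT.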
CXXC DNA block – MLL CXXC-DNA interaction inhibition; MLL-CXXC / FITC-HOXA9 DNA fluorescence polarization; Potency, µM (series often up to 115 µM), for inactives: at the top dose activity change, negative = inhibition, usual class: inhibitors; 290,000 tested, 0.037% active; active = well fitted inhibition curve with a large enough effect in the polarisation, with a control signal flat, not every such curve was filed as active; inconclusive = small, poorly fitted or top-dose-only effect, or effect the other way, or a change in a side signal; inactive = no such curve, though single readings can be large or run the other way; the % refers to the polarisation; note: potency is the fitted concentration of half-maximal effect
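Fluorescence polarization: 7 uM MLL-CXXC (stock) preincubated 5 min with compounds, then 50 nM fluorescein-HOX-A9 DNA (stock) added; 30 min ambient. Buffer 50 mM Tris-HCl pH 7.5, 50 mM NaCl, 1 mM DTT, 0.05% BSA.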
TRPV1 ag – activates the human vanilloid receptor TRPV1; 320,000 tested, 0.19% active; TRPV1-expressing cells, Fluo-8 calcium influx, agonist mode; activation, % at 8.33 µM; AID 540275; Q8NER1; in the data active = activation above about 80%; inconclusive = between about 30% and that limit; note: 0% is about no effect
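Cells expressing TRPV1 were dye-loaded with Fluo-8 and read kinetically: 10 s baseline, 3 min after compound (agonist portion), then 2 min after EC20 capsaicin (allosteric enhancer portion). Calcium-bound dye fluorescence at 480/520 nm.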
KCNH2 3.1 block – inhibitors of human KCNH2 3.1 potassium channel isoform; U2OS KCNH2 3.1, thallium flux FluxOr; active compounds read low; activity change, % (tested at about 1.8 µM); 340,000 tested, 0.95% active;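 active = maximum activity change below -70%; inconclusive = maximum activity change from -70% to -50%; inactive = maximum activity change above -50%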;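 note: thallium influx rate constant from kinetic fluorescence after stimulation buffer; % is set by controls: 0 for no effect and ±100 for the full control effect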
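Channel expression came from 3.1 mutant virus (1.77 x 10^8 /mL) applied to suspended U2OS cells for 4 h. Flux was tracked with FluxOr dye plus Red40 quencher, and kinetic rate constants normalized to controls.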
MBNL1-CUG inh – blocks human MBNL1 binding to CUG repeat RNA. Q9NR56. TR-FRET MBNL1-His/biotin-(CUG)12 binding, 665/545 ratio. Potency, µM (top dose mostly 57.5 µM), for the others: at the highest dose activity change, negative = inhibition, hits mostly inhibitors. 280,000 tested, 0.036% active; active = well fitted inhibition curve with a large enough effect in the signal ratio, with a control signal flat, not every such curve was filed as active; inconclusive = small, poorly fitted or top-dose-only effect, or effect the other way, or a change in a side signal; inactive = no such curve, though single readings can be large or run the other way; the % refers to the signal ratio; note: potency is the fitted concentration of half-maximal effect; % is set by controls: 0 for no effect and ±100 for the full control effect
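TR-FRET between His-tagged MBNL1 and biotin-(CUG)12 RNA, detected with Tb anti-His antibody (0.055 ng/ul) and streptavidin-XL665 (5 nM), 60 min at room temperature. Compounds titrated 92 nM to 58 uM; 665/545 nm ratio normalized to buffer and complex controls.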
AT treatment – candidate therapy for ataxia-telangiectasia | AID 485349 | 320,000 tested, 0.19% active | […] A-T fibroblasts, KAP-1 phosphorylation AlphaLISA; neocarzinostatin DNA damage 30 min before lysis | Potency, µM (titrated, usually from 57.5 µM), inactives show at the top dose activation, most hits filed as activators; note: potency is the fitted concentration of half-maximal effect; % of control where 0% means no effect; nearly all actives have a fitted effect of over 45% in size
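hTERT-immortalized A-T patient fibroblasts ([…]), 500 cells/well in OPTI-MEM, 1% FBS, got compounds for 60 min, then NCS for 30 min at 37C. Lysates were then assayed for phospho-KAP-1 by AlphaLISA (anti-pKAP1 donor, anti-KAP1 acceptor beads), 6 hr at 25C.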
GALK inhibitor – blocks human galactokinase activity | P51570 | Purified GALK, Kinase-Glo residual ATP luminescence | Potency, µM (top dose mostly 57.5 µM), for the others: at the top dose activity change, negative = inhibition, usual class: inhibitors | 270,000 tested, 0.007% active | AID 1868; note: potency is the fitted concentration of half-maximal effect; % is set by controls: 0 for no effect and ±100 for the full control effect
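Compounds were pin-transferred into ATP buffer (35 uM final), then GALK plus galactose (5 nM, 100 uM final) was added. After 1 h at room temperature, Kinase-Glo Plus was added and luminescence read after 10 min.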
The depositor's hits bear a star; i = inactive; ? = inconclusive; . = not tested or not shown; [ ] = another dose, or the depositor's remark. Unless noted, calls come from the whole dose curve; as a rule, active = well fitted curve in the direction sought with a large enough effect; inconclusive = small, poorly fitted or top-dose-only effect, or another doubt; inactive = no such curve, though single readings can be large; an effect the other way counts as inactive or inconclusive.

Under each structure: ASM inhibitor	a7 integrin act	KCNH2 WT inh	FBPA coupling cs	CXXC DNA block	TRPV1 ag	KCNH2 3.1 block	MBNL1-CUG inh	AT treatment	GALK inhibitor
CC(C)Oc1ccc(C(=O)Nc2ccccc2N2CCCC2)cc1
 : -1%	0%	-8	-3	0%	16	-5	-2%	4%	-2%
COc1ccc(NC(=O)CSc2nnc(C3CC3)n2N)cc1
 : 4%	0%	12	2	12%	-3	-8	-1%	-6%	-2%
Cc1ccccc1CS(=O)(=O)CCC(=O)NCCCN1CCOCC1
 : 3%	14%	-4	11	-5%	-5	3	-6%	-4%	2%
O=C(NC1CCCCC1)NC1CC2CCC(C1)N2C(=O)NCc1ccccc1 (stereo not given)
 : .	.	.	5	-3%	-10	.	-6%	.	2%
COc1cccc(CNC(=O)Cn2ccc3cc(S(=O)(=O)N4CCCC4)ccc32)c1OC
 : -2%	20%	-4	-1	16%	4	3	-5%	9%	7%
O=S(=O)(Nc1ncccn1)c1ccc(-n2cnnn2)cc1
 : 0%	15%	3	0	7%	-1	16	-8%	-1%	7%
COC(=O)C(c1ccccc1)C(C(=O)OC)c1ccccc1 (stereo not given)
 : -7%	7%	-2	-2	?	-1	-18	0%	-1%	0%
COc1ccc(NC(=O)CN(C)C(=O)Cc2ccc(-c3ccccc3)cc2)cc1
 : -3%	-6%	-2	.	.	18	-7	.	6%	.
Cc1cc(C(=O)O)c(S(C)(=O)=O)s1
 : -6%	3%	3	3	9%	-4	-14	-7%	-6%	-1%
COC(=O)/C(C#N)=C/c1cc(C)sc1C
 : 8%	18%	0	6	-2%	0	-1	27%	-1%	0%
Oc1ccccc1C(=S)N1CCN(C(=S)c2ccccc2O)CC1
 : 1%	9%	-4	7	12%	-2	-18	-6%	24%	-1%
Cc1ccc2c(CC(=O)OCC(=O)Nc3ccc(Cl)cn3)coc2c1
 : 8%	-5%	-2	-9	3%	-10	4	.	10%	2%
CC1CCC(C(C)C)C(OC(=O)C[n+]2cc(-c3ccc(Cl)cc3)n3c2CCCCC3)C1 (stereo not given)
 : -2%	0%	-5	1	2%	6	10	1%	6%	10%
CCN1CCN(c2nc(N)c([N+](=O)[O-])c(Nc3cccc(C)c3)n2)CC1
 : -5%	14%	12	5	0%	0	-2	.	-6%	2%
C/C(=N\NC(=O)C1CC1)c1ccc(OC(F)F)cc1OC(F)F
 : -17%	0%	-2	0	4%	4	3	-1%	-4%	4%
Cc1cccc(C(=O)N[C@H](C(=O)Nc2ccc(S(=O)(=O)NC3=NCCCCC3)cc2)C(C)C)c1
 : 1%	-32%	-22	-5	-4%	-6	-3	17%	2%	8%
Cc1nc(NC(=O)C2CC2)sc1C(=O)Nc1ccccc1
 : -2%	20%	8	5	-5%	2	-1	32%[activator]	4%	-3%
Cc1cc[n+](Cc2ccc([N+](=O)[O-])cc2)cc1
 : -3%	14%	-2	-2	-1%	0	-12	23%	-1%	0%
CCCOc1ccc(N2C(=O)CC(NCC#N)C2=O)cc1 (stereo not given)
 : 6%	11%	-3	1	2%	2	11	2%	3%	-2%
CC(=O)Nc1ccc(S(=O)(=O)N(C)c2ccc(OCC(=O)OCC(=O)N3CCCCC3)cc2)cc1
 : -1%	-2%	11	1	-1%	1	1	-13%	-5%	7%
COc1ccc(-n2nc(C(=O)NCC(=O)NCCCN3CCOCC3)c3ccccc3c2=O)c(OC)c1
 : 5%	?	2	2	7%	-2	-15	9%	4%	-1%
CCC(=O)Oc1ccc(C(=O)Nc2cccc(NC(=O)c3ccco3)c2)cc1
 : 31%	1%	2	0	66%[activator]	0	1	-8%	0%	0%
Cc1c(Cl)cccc1NC(=O)Nc1c(C)n(C)n(-c2ccccc2)c1=O
 : -1%	2%	4	.	-2%	1	26	3%	-3%	-3%
CC1(C)CC(/C=C/c2ccccc2)=Nc2ccccc2N1
 : -7%	-3%	-2	-8	-5%	.	-2	.	-4%	0%
COc1ccc(C(=O)C2CCCN(C(=O)Cc3c(C)noc3C)C2)cc1OC (stereo not given)
 : -5%	2%	-7	-2	1%	9	22	-11%	3%	4%
O=C1CSC(=S)N1c1cccc(O)c1
 : 4%	-13%	1	-2	1%	1	10	2%	3%	0%
COc1ccc(C(=O)Nc2ccccc2C)cc1S(=O)(=O)N1CCOCC1
 : 0%	10%	3	2	8%	1	3	3%	-4%	0%
COc1cc2c(cc1OC)C(c1ccc(Cl)cc1)=NCC2
 : 0%	13%	1	5	7%	-2	3	?	-2%	0%
CC(=O)Nc1ccc(NC(=O)C(C)c2cccc(C(=O)c3ccccc3)c2)cc1 (stereo not given)
 : -5%	-15%	0	3	5%	3	14	-11%	8%	2%
CCOC(=O)COc1ccc2c(c1)C(=O)CC(C)(C)O2
 : 351%[activator]	-8%[7.66 µM]	-3	-2	-4%	-1	12	0%	1%	1%

Under each structure: ASM inhibitor	a7 integrin act	KCNH2 WT inh	FBPA coupling cs	CXXC DNA block	TRPV1 ag	KCNH2 3.1 block	MBNL1-CUG inh	AT treatment	GALK inhibitor
O=S(=O)(CCc1nc2ccccc2s1)c1ccc(Cl)cc1
 : -2%	0%	-22	1	15%	11	-3	3%	2%	-3%
CC(C)c1ccc2[nH]c(O)c(N=NC(=O)c3cccc(S(=O)(=O)Nc4ccc(Cl)cc4)c3)c2c1
 : -4%	-7%	2	-1	1%	-3	-1	-1%	2%	0%
O=C1NCC(c2ccccc2)C1C(=O)N/N=C/c1ccc(Cl)s1 (stereo not given)
 : 2%	-1%	10	2	1%	9	-3	-3%	-1%	1%
Cc1ccc(NC(=O)CCn2c(=O)c3cccn3c3ccccc32)c(C)c1
 : 4%	-5%	-8	4	-1%	4	2	22%	6%	-3%
O=C(COC(=O)C1CC(=O)N(c2ccc3c(c2)OCCO3)C1)Nc1ccc2c(c1)CCC2 (stereo not given)
 : -1%	-10%	8	-1	11%	2	-15	-1%	4%	2%
O=c1[nH]ncc(N2CCCC2)c1Cl
 : 6%	21%	i	4	16%	-5	2	6%	3%	5%
O=C(O)CSc1nc2c(cnn2-c2ccccc2)c(=O)n1-c1ccc(Br)cc1
 : 5%	18%	-3	7	-1%	0	-3	-22%[11.5 µM]	1%	.
CC(=O)C1=C(O)C(=O)N(c2ccc(C)cc2)C1c1ccccn1 (stereo not given)
 : 2%	1%	4	0	2%	-6	7	?	0%	0%
Cc1ccc(C2C(C(=O)c3cccs3)=C(O)C(=O)N2CCN2CCOCC2)o1 (stereo not given)
 : -3%	6%	-10	-2	1%	.	12	?	-4%	2%
Cc1ccc(C(=O)NC2CCN(S(=O)(=O)c3ccc(C)cc3)CC2)cc1
 : 0%	2%	-2	1	-4%	23	-46	-6%	-2%	-1%
O=C(CSc1nncs1)NCCCc1ccccc1
 : 1%	19%	20	-1	-1%	-1	12	4%	-4%	9%
CCOC(=O)N1CCN(CC(=O)Nc2ccc([N+](=O)[O-])cc2C(=O)Nc2ccccc2F)CC1
 : -3%	-31%[inhibitor]	.	0	2%	4	-7	.	0%	1%
Cc1cc(Oc2ccccc2)nc(SCC(=O)Nc2ccccc2)n1
 : -3%	-5%	-2	2	0%	0	-5	15%	.	3%
Cc1cc(C(=O)CSc2nncs2)c(C)n1Cc1ccco1
 : -2%	3%	-8	-1	5%	7	3	-2%	-2%	-1%
O=C1OC[C@H](Cc2ccc3c(c2)OCO3)/C1=C\c1ccc2c(c1)OCO2
 : -1%	-28%	-9	.	.	29	4	.	0%	.
COc1ccccc1C/C(N)=N/OC(=O)c1cccs1
 : -2%	14%	-34	-1	8%	1	3	-3%	2%	6%
O=C(CCS(=O)(=O)c1ccccc1)OCc1ccc([N+](=O)[O-])cc1
 : -2%	-12%	5	.	7%	2	-2	?	14%	1%
CN(C)NC(=O)c1ccsc1NC(=O)c1ccc(S(=O)(=O)N(C)C)cc1
 : -1%	-1%	-6	-2	-2%	3	17	1%	7%	2%
CCOC(=O)/C=C/[C@H]1Cc2ccccc2CO1
 : -3%	8%	-1	.	.	10	-20	.	19%	.
Cn1c(CSc2ccccc2)c(C#N)c2ccccc21
 : ?	18%[7.66 µM]	-13	0	4%	?	-1	1%	9%	5%
CCCCn1c(/N=C/c2cc(OC)ccc2O)nc2ccccc21
 : -1%	9%	-9	0	4%	-1	-7	-5%	5%	5%
O=C(O)c1ccc(/C=C2\SC(=S)N(NC(=O)c3ccc(Br)cc3)C2=O)cc1
 : -4%	-11%	11	13	-12%	0	4	?	2%	2%

Screening results from PubChem BioAssay.
